FUS yeast rescue: rescues growth of FUS-expressing yeast; S. cerevisiae FUS-expressing, growth rescue, OD600, 24 h; Potency, µM (titrated, usually from 76.6 µM), for inactives: top-dose growth rescue (activation), most hits filed as activators; 390,000 compounds, 0.24% hits; AID 1347120;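 further: potency means the concentration at half of the fitted maximal effect; plate controls were DMSO vehicle for no effect and reference control for full effect; nearly all actives have a fitted effect of over 55% in size; some results filed as inactive show a strong effect at the top dose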
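Quantitative HTS measuring growth restoration of FUS-toxic yeast. Galactose-induced cells (OD 0.005) were exposed 24hr at 30C to compounds at several concentrations, then absorbance at 600 nm was recorded.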
PI5P4Ka inh: blocks human PI5P4K alpha kinase activity | PI5P4Kalpha enzyme, ADP-Glo luminescence, 60 min; hits give low values | 330,000 compounds, 1.2% hits | P48426 | max response, %; active means max response of -50% or lower; inconclusive means between -30% and -50%; inactive means -30% or higher; further: value at the top dose of about 77 µM; on the % scale 0 is the no-effect control and ±100 the full control effect
Target sequence (P48426 whole entry, looked up): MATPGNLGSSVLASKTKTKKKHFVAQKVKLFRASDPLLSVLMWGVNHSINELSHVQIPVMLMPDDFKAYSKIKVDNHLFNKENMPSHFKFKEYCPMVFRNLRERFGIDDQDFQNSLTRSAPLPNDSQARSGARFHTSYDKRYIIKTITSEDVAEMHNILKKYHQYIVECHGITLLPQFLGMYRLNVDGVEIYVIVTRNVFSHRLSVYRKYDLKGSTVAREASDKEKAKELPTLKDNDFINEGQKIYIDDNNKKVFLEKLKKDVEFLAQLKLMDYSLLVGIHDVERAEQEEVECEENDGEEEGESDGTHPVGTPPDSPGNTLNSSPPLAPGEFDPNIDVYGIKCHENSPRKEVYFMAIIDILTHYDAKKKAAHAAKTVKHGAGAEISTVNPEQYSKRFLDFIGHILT
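Human PI5P4Kalpha with substrate in 0.038 M HEPES pH 7.4, 0.28 mM EGTA, 0.1% CHAPS, 5% DMSO; reaction started with 5 microM ATP (final), 60 min at room temperature. ADP formed read by ADP-Glo luminescence.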
PLK1 PBD inh: blocks phosphopeptide binding to human PLK1 polo-box domain. P53350. Plk1 PBD binding of FITC phosphopeptide, fluorescence polarization. Potency, µM, for the others: max response, negative = inhibition, usual class: inhibitors. 360,000 compounds, 2.8% hits; further: potency means the concentration at half of the fitted maximal effect; series mostly up to about 57 µM; on the % scale 0 is the no-effect control and ±100 the full control effect; nearly all actives have a fitted effect of over 65% in size
Target sequence (P53350 whole entry, looked up, the tested form may be a part): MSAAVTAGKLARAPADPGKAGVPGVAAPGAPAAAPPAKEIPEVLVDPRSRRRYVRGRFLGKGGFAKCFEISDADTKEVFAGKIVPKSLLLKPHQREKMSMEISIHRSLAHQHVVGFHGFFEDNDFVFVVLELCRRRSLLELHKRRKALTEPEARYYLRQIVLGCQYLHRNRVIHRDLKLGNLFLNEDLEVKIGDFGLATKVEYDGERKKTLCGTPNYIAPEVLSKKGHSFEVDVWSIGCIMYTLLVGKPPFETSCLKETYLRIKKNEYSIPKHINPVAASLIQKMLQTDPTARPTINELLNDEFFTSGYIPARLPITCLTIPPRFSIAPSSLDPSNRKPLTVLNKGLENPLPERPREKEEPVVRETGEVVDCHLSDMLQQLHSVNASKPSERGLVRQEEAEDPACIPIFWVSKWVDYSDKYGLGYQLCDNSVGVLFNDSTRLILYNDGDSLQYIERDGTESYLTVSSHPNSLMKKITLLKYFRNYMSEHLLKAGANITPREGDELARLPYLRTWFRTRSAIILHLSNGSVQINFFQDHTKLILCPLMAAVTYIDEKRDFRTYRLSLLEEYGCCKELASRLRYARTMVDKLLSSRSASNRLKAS
EPAC1 antagonist: EPAC1 (human) antagonism; O95398; EPAC1 GEF assay, Rap1b-BODIPY-GDP exchange fluorescence; Potency, µM (doses to about 115 µM), without a hit: at the highest dose activity change, negative = inhibition, usual class: inhibitors; 360,000 compounds, 0.14% hits;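 further: potency means the concentration at half of the fitted maximal effect; plate controls were vehicle for no effect and positive control for full effect; nearly all actives have a fitted effect of over 50% in size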
IL2 activator: IL-2 activation. IL-2 activation reporter assay, cell-based qHTS; stimulated with anti-CD3/CD4/CD28 beads; in transgenic mouse T cells. activation, % (series mostly up to about 46 µM). 360,000 compounds, 0.065% hits. AID 652025; in the data active means activation above about 50%; inconclusive means mostly about 30% to 49%; further: 0% is about no effect
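EGFP and DsRed fluorescence is measured by plate cytometry in unstimulated transgenic mouse T cells exposed to compound for 60 minutes, then stimulated 18 hours at 37 degrees C with anti-CD3/anti-CD4 beads plus anti-CD28.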
WRN helicase inh: blocks human WRN helicase; Q14191; WRN helicase unwinding, fluorescent forked duplex, kinetic; Potency, µM (highest dose often 114 µM), without a hit: at the highest dose activity change, negative = inhibition, most hits filed as inhibitors; 360,000 compounds, 0.46% hits; AID 651768; further: potency means the concentration at half of the fitted maximal effect; on the % scale 0 is the no-effect control and ±100 the full control effect; nearly all actives have a fitted effect of over 55% in size
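Screening of the MLSMR collection measured strand separation of a quenched forked DNA duplex (100 nM) by 20 nM WRN with 2 mM ATP, all final. Compounds were preincubated with enzyme 15 min at room temperature.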
Abeta yeast res: restores growth of yeast expressing A-beta42 peptide; AID 1347071; 410,000 compounds, 0.063% hits; yeast expressing A-beta42, growth rescue, OD600, 48 h; response scale: 0% DMSO, 100% iron-clioquinol control; Potency, µM (doses to about 46.1 µM), for inactives: at the top dose growth rescue, usual class: activators; further: potency means the concentration at half of the fitted maximal effect; nearly all actives have a fitted effect of over 55% in size
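Yeast growth medium received pinned compounds, then yeast cells expressing toxic A-beta were added; plates incubated at 30 C for 48 hr. Growth read as absorbance at 600 nm, normalized to DMSO and equimolar FeCl3 plus clioquinol controls.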
EPAC1 ag: EPAC1 (human) agonism | O95398 | EPAC1 agonist qHTS, biochemical assay; response scale: 100% = response to 6.5 mM cAMP | AID 720707 | 360,000 compounds, 0.073% hits | Potency, µM (titrated, usually from 154 µM), inactives show at the top dose activation, actives largely listed as activators; further: potency means the concentration at half of the fitted maximal effect; nearly all actives have a fitted effect of over 60% in size
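Normalized to 6.5 mM cAMP, activity reflects EPAC1-catalysed release of BODIPY-GDP from Rap1B, followed kinetically over 30 min at 480 nm excitation, 540 nm emission. Reaction contained 100 nM EPAC1, 250 nM Rap1B-BODIPY-GDP, 50 uM GDP.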
Active calls of the source: *; ? = inconclusive; . = not tested or not shown; & = joins results of further samples; [ ] = remark or other dose. Unless noted, the call rests on the fitted dose curve; in most records, active means well fitted curve in the direction sought with a large enough effect; inconclusive means small, poorly fitted or top-dose-only effect, or another doubt; inactive means no such curve, though single readings can be large; an effect the other way counts as inactive or inconclusive. This is a random part of the collection. About 4.1% of those tested had a hit in this group.

Start of the data: the first two entries, to show the layout:
Second line of a record – EPAC1 antagonist, PI5P4Ka inh, EPAC1 ag, IL2 activator, PLK1 PBD inh, WRN helicase inh, Abeta yeast res, FUS yeast rescue
- O=C(C(=Cc1ccc(F)cc1)c1ccccc1)c1ccc(O)cc1
  -13%, -4, 24%, -0.4, 0%, -6%, -83%[inhibitor], .
- Clc1cccc(Cn2ncc3ccccc32)c1
  9%, 1, 4%, -2.3, -1%, -7%, 17%, -12%

The listing (from the top)
Second line of a record – EPAC1 antagonist, PI5P4Ka inh, EPAC1 ag, IL2 activator, PLK1 PBD inh, WRN helicase inh, Abeta yeast res, FUS yeast rescue
- O=C(C(=Cc1ccc(F)cc1)c1ccccc1)c1ccc(O)cc1
  -13%, -4, 24%, -0.4, 0%, -6%, -83%[inhibitor], .
- Clc1cccc(Cn2ncc3ccccc32)c1
  9%, 1, 4%, -2.3, -1%, -7%, 17%, -12%
- COc1cc(N)c(Cl)cc1Cl
  -5%, 6, -8%, -1.6, -10%, 11%, 4%, 3%
- COc1ccc(Cn2c(-c3ccco3)nc3oc4ccccc4c(=O)c3c2=O)cc1
  4%, 1, 3%, -0.8, -15%, 2%, -4%, 26%
- C=CCn1c(SCC(=O)NC(=O)NC2CCCC2)nnc1C1CCCCC1
  -9%, -2, 0%, -0.4, -1%, 5%, 12%, 17%
- NC(=O)C1CCN(C(=O)C2CC(=O)N(c3ccc4c(c3)OCCO4)C2)CC1 (stereo not drawn)
  -3%, 1, 2%, 11, -1%, 6%, -23%, -16%
- O=C(Nc1cccc(-c2cn3ccccc3n2)c1)c1cccs1
  1%, -5, -1%, -0.2, -8%, 9%, 0%, .
- CCOc1ccc(N(CC(=O)NCc2ccc(OC)cc2)S(=O)(=O)c2c(C)[nH]c(=O)[nH]c2=O)cc1
  -20%, 0, 8%, 0.2, -8%, -8%, 8%&-11%, -9%&17%
- Cc1cccc2nc(COc3ccc(Cl)c4cccnc34)cn12
  -21%, 5, 4%, 0.3, -12%, -9%, -4%, 17%
- O=C(N/N=C\c1cn(-c2ccccc2)nc1-c1ccccc1)c1ccc(Br)o1
  -14%, -3, 4%, 2.1, -2%, -13%, 6%, .
- COC(=O)[C@@]1(Cc2ccc(F)cc2)[C@H]2c3cc(C(=O)N(C)C)n(Cc4ccc(OC)c(OC)c4)c3C[C@H]2CN1C(=O)c1ccccc1
  -16%, 9, 10%, -3.3, -23%, -7%, -6%, ?
- COc1cc(-c2nnc(Sc3ccc(C(F)(F)F)cc3[N+](=O)[O-])o2)cc(OC)c1OC
  -10%, ., 5%, 0.8, -14%, -4%, 17%, -9%
- COc1ccc(C#Cc2ccc3c(=O)c4ccccc4n(C)c3c2)cc1
  -4%, 0, 5%, -0.7, -9%, 5%, -4%, -1%
- O=C1N=C(N2CCCCC2)SC1=C1CCCCC1
  9%, -7, -4%, -0.5, -10%, 5%, -11%, -1%
- CCOC(=O)c1c(C)cc(C)[nH]c1=O
  1%, 7, 9%, 2.7, 1%, -5%, -9%, -21%
- COc1cccc(-c2nnc(SCC(=O)N3CCCC3=O)n2-c2ccccc2)c1
  3%, ., 3%, -1.3, 6%, -6%, 3%, 2%
- COc1ccc(NC(=O)c2cc(-c3cc(F)ccc3OC(C)C)n[nH]2)c(C)c1
  4%, -1, -2%, -0.3, 4%, -1%, -24%, ?
- FC(F)(F)c1ccnc(NCc2ccco2)n1
  -8%, -2, -1%, -0.1, -3%, -3%, 7%, -22%
- O=C(Cn1cc(C(=O)C2CC2)c2ccccc21)NCc1ccc2c(c1)OCO2
  0%, 10, -1%, 2.9, 1%, 2%, 6%, 9%
- CC(C)(CNC(=O)c1ccc(S(=O)(=O)Nc2ccccc2F)cc1)N1CCOCC1
  0%, -1, 4%, 0.6, 2%, -21%, 2%, .
- COc1cccc(NC(=O)CSc2nc(N)cc(N)n2)c1
  11%, ., 3%, -0.4, -12%, -4%, -1%, 8%
- CC(CNC(=O)C1CCCCC1C(=O)O)c1ccccc1 (stereo not drawn)
  9%, ., -8%, -0.3, -5%, 5%, -5%, 14%
- NC(=O)NC(=O)C(Nc1ccc2c(c1)CCC2)c1ccccc1 (stereo not drawn)
  -10%, 2, 2%, -1.4, -14%, -9%, 2%, 1%
- CC(=O)c1ccccc1C(=O)N1CCCC(N2CCN(Cc3ccc4c(c3)OCO4)CC2)C1 (stereo not drawn)
  7%, -2, 1%, -5.3, 1%, -13%, 9%, -2%
- Cc1cc(C)c2oc(C(=O)Nc3ccc(S(=O)(=O)Nc4nccs4)cc3)cc(=O)c2c1
  -22%, -27, -3%, -0.5, -14%, -9%[11.6 µM], 1%, 1%
- CCc1nn(CCCN2CCN(c3cccc(Cl)c3)CC2)c(=O)n1CCOc1ccccc1
  1%&-14%, 1&29, -6%&-10%, 0.3&0.6, -3%&-5%, -1%&-4%, -19%&-11%, -12%&-7%
- CC(C(=O)c1ccc(Br)cc1)[n+]1cccc(NC(=O)c2ccccc2)c1 (stereo not drawn)
  -11%, 8, 0%, -2.6, -9%, -31%, -1%, .
- COc1cc(Cl)cc(C=O)c1OCC(=O)O
  12%, 0, 5%, 1.0, 0%, 10%, 8%, 9%
- COc1ccc(/C=N\NC(=O)C2=NNC(=O)C2C)cc1 (stereo not drawn)
  -6%, 2, 0%, -1.6, -1%, -6%, 11%, 14%
- CC1CCN(Cc2nnnn2CCCC(=O)N(C)C2CCOC2)CC1 (stereo not drawn)
  16%, 8, 1%, -0.2, -4%, 1%[57.1 µM], 16%, 12%
- CC(c1ccco1)N(C(=O)C12CC3(C)CC(C)(CC(C)(C3)C1)C2)c1ccccn1 (stereo not drawn)
  -7%, 1, 9%, 3.5, ?, -11%, 9%, -11%
- CC(=O)Oc1ccc2nc(/C=C/c3ccccc3)oc(=O)c2c1
  2%, -27, 7%, -2.3, -9%, -2%, 7%, -25%
- NCC/C=C1/c2ccccc2CSc2ccccc21
  -14%, 2, 13%, -2.3, -5%, 11%, -2%, 13%
- Cc1cccc2sc(N(CCCN(C)C)C(=O)CCc3ccccc3)nc12
  11%, 14, -5%, -0.8, 0%, 10%, -4%, 14%
- O=C(Nc1ccc2c(c1)OCCO2)c1c(Cl)cccc1Cl
  -2%, -4, 12%, -2.1, -12%, 4%, -6%, -30%
- O=C(O)c1cccc(CSc2n[nH]c(-c3ccc(Cl)cc3Cl)n2)c1
  -1%, -5, 0%, 0.1, -16%, -29%, -9%, 6%
- C=CCN(c1ccccc1Cl)S(=O)(=O)c1cccc(C(=O)OCC(=O)N(C)C2CCS(=O)(=O)C2)c1 (stereo not drawn)
  -16%, 2, 4%, -2.0, -13%, -6%, -2%, ?
- Cc1ccc(NC(=O)CSc2nc(=O)n(CCCN3CCOCC3)c3c2CCCC3)cc1F
  -17%, 5, -12%, -0.5, -6%, -24%, 13%, 5%
- Cc1cccc(C(=O)NCc2ccc(S(N)(=O)=O)cc2)c1[N+](=O)[O-]
  11%, -10, 17%, 0.2, -18%, -15%, 13%, .
- COc1ccccc1C(=O)NCCC(=O)NCCc1ccccc1
  -13%, 4, 1%, 0.5, 1%, -1%, 18%, 2%
- Cc1ccc(-c2cc(C(=O)N/N=C/C=C/c3ccccc3)n[nH]2)s1
  -4%, ?, 3%, 0.7, 6.7µM*, -3%, 4%, 17%
- Cc1noc(C)c1COC(=O)C1(c2cccc(F)c2)CCCC1
  -15%, 1, -6%, -3.1, -3%, -1%, 7%, 16%
- CCCCN(C=O)c1c(CC)nc2c(OCCn3cccc3)cccn12
  -3%, 3, 1%, 1.1, -4%, 0%, -14%, 1%
- C[C@H]1CN([C@@H](C)CO)C(=O)CCCn2nncc2CO[C@H]1CN(C)S(=O)(=O)c1ccc(Cl)cc1
  8%, 0, -6%, 0.8, -3%, 3%, -1%, -4%
- O=C(CCCOc1ccc(Cl)cc1Cl)Nc1ccccc1C(=O)O
  -2%, -1, 3%, -0.5, -10%, -7%, 7%, 20%
- CC(C)NC(=O)CS(=O)(=O)c1ccccc1
  2%, -1, -10%, 3.3, 5%, 1%, -4%, 0%
- CC1(C(=O)O)Sc2[nH]c(=O)sc2C2c3ccccc3OC(=O)C21 (stereo not drawn)
  6%, -91*, -4%, 0.0, -26%, -11%, -2%, 4%
- Cn1c(N2CCCC2)nc2c1c(=O)[nH]c(=O)n2C
  -1%, 1, 2%, -1.5, -2%, 7%, -9%, 11%
- Cc1nn(Cc2ccc(F)cc2)c2sc(C(=O)Nc3nccs3)cc12
  -11%, 7, -1%, -0.5, 1%, -17%, 0%, .
- COc1cc(OC)cc(C(=O)Nc2cccc(C(C)=O)c2)c1
  3%, 1, 3%, 0.4, -2%, -6%, 13%, 7%

Record cards, from the list above. Order of values: EPAC1 antagonist, PI5P4Ka inh, EPAC1 ag, IL2 activator, PLK1 PBD inh, WRN helicase inh, Abeta yeast res, FUS yeast rescue
Cc1nn(Cc2ccc(F)cc2)c2sc(C(=O)Nc3nccs3)cc12 as listed: -11%, 7, -1%, -0.5, 1%, -17%, 0%, .
C[C@H]1CN([C@@H](C)CO)C(=O)CCCn2nncc2CO[C@H]1CN(C)S(=O)(=O)c1ccc(Cl)cc1 as listed: 8%, 0, -6%, 0.8, -3%, 3%, -1%, -4%

3 compounds from above, sorted by number of heavy atoms, rising:
Second line of a record – EPAC1 antagonist, PI5P4Ka inh, EPAC1 ag, IL2 activator, PLK1 PBD inh, WRN helicase inh, Abeta yeast res, FUS yeast rescue
- COc1cc(OC)cc(C(=O)Nc2cccc(C(C)=O)c2)c1
  3%, 1, 3%, 0.4, -2%, -6%, 13%, 7%
- O=C(CCCOc1ccc(Cl)cc1Cl)Nc1ccccc1C(=O)O
  -2%, -1, 3%, -0.5, -10%, -7%, 7%, 20%
- CC(c1ccco1)N(C(=O)C12CC3(C)CC(C)(CC(C)(C3)C1)C2)c1ccccn1 (stereo not drawn)
  -7%, 1, 9%, 3.5, ?, -11%, 9%, -11%
